12-LOX inh – inhibitors of human 12S-lipoxygenase ALOX12 | P18054 | purified 12hLO, xylenol orange hydroperoxide absorbance | Potency, µM (series often up to 108 µM), without a hit: at the highest dose activity change, negative = inhibition, actives largely listed as inhibitors | hit rate 1.1% among 580,000 | AID 1671190; also: potency is read from the fitted curve at half-maximal effect; % is scaled to controls: 0 for no effect and ±100 for the full control effect
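Purified human 12hLO (150 nM final) in 25 mM Hepes, 0.01% Triton X-100, pH 7.0 was preincubated 15 min at room temperature with compound. Then 40 uM arachidonic acid was added, 30 min. Hydroperoxide was read by Fe-XO absorbance ratio 573/405 nm.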
HP1b binding inh – blocks HP1-beta chromodomain binding to methylated histone tails | P83916 | AlphaScreen HP1-beta / biotin-H3K9me3 peptide binding | Potency, µM (titrated, usually from 114 µM), without a hit: at the highest dose activity change, negative = inhibition, most hits filed as inhibitors | hit rate 0.56% among 390,000 | AID 540317; also: potency is read from the fitted curve at half-maximal effect; nearly all actives have a fitted effect of over 70% in size; inactives centre near 23
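AlphaScreen: HP1-beta (50 nM) preformed 30 min with biotin-H3(1-18)K9me3 peptide (50 nM) in PBS pH 7.4, 0.01% Tween-20. Compound added for 30 min at RT, then streptavidin donor/nickel chelate acceptor beads (10 ug/mL) for 30 min.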
RGS4 inh – human RGS4 inhibition. P49798. Transcreener GDP fluorescence polarization, RGS4-accelerated GTP hydrolysis. Potency, µM (series often up to 114 µM), inactives show at the top dose activity change, negative = inhibition, actives largely listed as inhibitors. hit rate 0.039% among 390,000. AID 504845; also: potency is read from the fitted curve at half-maximal effect; % is scaled to controls: 0 for no effect and ±100 for the full control effect; nearly all actives have a fitted effect of over 75% in size; some results filed as inactive show a strong effect at the top dose
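MLSMR compounds (23 nl, pin-transferred) preincubated 10 min at room temperature with a 500nM (2x) first reagent, then RGS4 at 900nM (2x) plus Transcreener GDP mix added; fluorescence polarization (620/688 nm) read before and after 90 min at 30 °C.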
GLS inhibitor – blocks human kidney-isoform glutaminase activity | GLS enzymatic activity, qHTS titration | Potency, µM (doses to about 45.5 µM), for the others: top-dose activity change, negative = inhibition, most hits filed as inhibitors | hit rate 0.21% among 410,000 | AID 624170; also: potency is read from the fitted curve at half-maximal effect; % is scaled to controls: 0 for no effect and ±100 for the full control effect
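Coupled fluorescence readout: glutamate oxidase/HRP/Amplex Red detect glutamate formed by hKGA from L-glutamine (1 mM solution added). Buffer 45 mM KH2PO4 pH 8.2, 0.02% Tween-20; reads at t0 and 30 min RT.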
G9a block – inhibitors of human histone lysine methyltransferase G9a. Q96KQ7. G9a H3K9 monomethylation, AlphaScreen, 2 h. Potency, µM (doses to about 102 µM), for the others: at the highest dose activity, negative = inhibition, hits mostly inhibitors. hit rate 8.8% among 350,000. AID 504332; also: potency is read from the fitted curve at half-maximal effect; % is scaled to controls: 0 for no effect and ±100 for the full control effect; nearly all actives have a fitted effect of over 75% in size
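Enzyme 20 nM + cpd, 15 min RT; add b-H3K9 pep 500 nM / SAM 20 uM; 2 h RT; anti-H3K9me1 Ab 0.5 ug/mL + SA donor / anti-rabbit acceptor beads 20 ug/mL each, 10 min; AlphaScreen read.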
BAZ2B block – inhibitors of human BAZ2B bromodomain. Q9UIF8. hit rate 4.4% among 360,000. Potency, µM (highest dose often 114 µM), without a hit: top-dose activity change, negative = inhibition, actives largely listed as inhibitors. AlphaScreen BAZ2B-H3K14Ac peptide displacement; also: potency is read from the fitted curve at half-maximal effect; % is scaled to controls: 0 for no effect and ±100 for the full control effect; nearly all actives have a fitted effect of over 60% in size
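Multi-concentration screen (max 110 uM) measuring displacement of acetylated histone H3 peptide from BAZ2B by AlphaScreen, using 50 nM protein, 50 nM peptide and 10 ug/mL streptavidin donor plus Ni-chelate acceptor beads.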
PI4K2A inh – inhibitors of human PI4K2A; Q9BTU6; purified PI4K2A, ADP-Glo luminescence, 1 h; stronger effect = lower value; activity change, negative = inhibition, % at 76.9 µM; hit rate 0.13% among 420,000; in the data active = activity change below about -50%; inconclusive = mostly about -30% to -49%;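 also: -100% = wells without enzyme as full effect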
Target sequence (Q9BTU6 whole entry, looked up): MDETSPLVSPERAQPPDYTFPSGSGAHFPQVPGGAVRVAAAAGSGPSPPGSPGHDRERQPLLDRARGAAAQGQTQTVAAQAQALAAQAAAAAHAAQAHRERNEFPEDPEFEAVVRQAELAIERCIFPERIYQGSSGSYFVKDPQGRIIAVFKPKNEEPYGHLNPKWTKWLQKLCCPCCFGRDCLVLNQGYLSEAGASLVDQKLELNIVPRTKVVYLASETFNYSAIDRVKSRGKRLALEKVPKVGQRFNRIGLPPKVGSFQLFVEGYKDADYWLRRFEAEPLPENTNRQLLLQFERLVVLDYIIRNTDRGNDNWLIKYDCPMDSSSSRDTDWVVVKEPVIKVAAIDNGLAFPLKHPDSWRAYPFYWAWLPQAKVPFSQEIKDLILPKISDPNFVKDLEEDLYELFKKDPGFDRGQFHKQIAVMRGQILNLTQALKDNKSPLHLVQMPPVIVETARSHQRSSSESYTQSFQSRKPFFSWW
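PI4K2A activity was measured by ADP-Glo luminescence: enzyme (4 ug/mL stock) and phosphatidylinositol (1.2 mM stock) in Tris pH 7.5/MgCl2/EGTA/Triton X-100 buffer were reacted with ATP (300 microM stock) for one hour at ambient temperature.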
ERG-DNA inh – blocks human ERG Ets domain binding to DNA; fluorescence polarization, His-ERG Ets domain / labelled DNA; hit rate 0.028% among 370,000; P11308; Potency, µM (top dose mostly 76.9 µM), inactives show top-dose FP activity, negative = inhibition, actives largely listed as inhibitors; active = well fitted inhibition curve with a large enough effect in the polarisation, with a control signal flat; inconclusive = small, poorly fitted or top-dose-only effect, or effect the other way, or a change in a side signal; inactive = no such curve, though single readings can be large or run the other way; the % refers to the polarisation;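 also: polarization taken with two DNA probes labelled with fluorescein and Texas red; potency is read from the fitted curve at half-maximal effect; % of control where 0% means no effect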
Target sequence (P11308 whole entry, looked up, the tested form may be a part): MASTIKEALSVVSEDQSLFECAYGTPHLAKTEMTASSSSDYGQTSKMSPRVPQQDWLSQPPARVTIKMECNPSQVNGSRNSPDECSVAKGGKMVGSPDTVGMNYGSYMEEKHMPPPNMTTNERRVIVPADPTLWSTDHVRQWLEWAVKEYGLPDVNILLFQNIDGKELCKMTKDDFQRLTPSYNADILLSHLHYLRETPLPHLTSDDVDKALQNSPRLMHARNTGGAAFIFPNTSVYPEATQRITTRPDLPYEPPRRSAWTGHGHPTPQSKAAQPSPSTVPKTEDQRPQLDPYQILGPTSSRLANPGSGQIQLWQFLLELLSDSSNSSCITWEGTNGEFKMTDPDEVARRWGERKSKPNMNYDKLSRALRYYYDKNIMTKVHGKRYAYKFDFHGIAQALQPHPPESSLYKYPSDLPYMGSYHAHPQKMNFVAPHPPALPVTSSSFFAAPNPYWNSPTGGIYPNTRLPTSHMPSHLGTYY
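His-tagged ERG Ets domain (1 uM in the protein solution; 300mM KCl, 50mM Tris-HCl, 1mM EDTA, 1mM DTT, pH 7.5) received compound, then a probe mix of 5 nM fluorescein-DNA and 100nM Texas-615-DNA. Fluorescence polarization was read for both dyes.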
JMJD2A Tudor inh – JMJD2A Tudor domain (human) inhibition. O75164. AlphaScreen JMJD2A-Tudor / H3K4me3 peptide binding. Potency, µM (top dose mostly 114 µM), for inactives: at the top dose activity change, negative = inhibition, most hits filed as inhibitors. hit rate 4.4% among 390,000. AID 504339; also: potency is read from the fitted curve at half-maximal effect; % is scaled to controls: 0 for no effect and ±100 for the full control effect; nearly all actives have a fitted effect of over 50% in size
Active calls of the source: *; i = inactive; ? = inconclusive; nt = not tested or not shown; & = joins results of further samples; [ ] = another dose, or the depositor's remark. Unless noted, calls follow the shape of the dose curve; as a rule, active = well fitted curve in the direction sought with a large enough effect; inconclusive = small, poorly fitted or top-dose-only effect, or another doubt; inactive = no such curve, though single readings can be large; an effect the other way counts as inactive or inconclusive. These rows are one share of the data; count on the stated rates, not on these rows.

The first nine entries as a preview:
12-LOX inh	HP1b binding inh	RGS4 inh	GLS inhibitor	G9a block	BAZ2B block	PI4K2A inh	ERG-DNA inh	JMJD2A Tudor inh	Structure
17%	20%	-30%	4%	6%[59 µM]	6%	2	0%	-13%	Cc1cc(C)cc(-n2nnc(C(=O)NCc3ccc(Cl)cc3)c2N)c1
177%[activator]	52%[activator]	-6%	10%	-5%[12.7 µM]	2%	1	-14%	7%	Cn1c(SCC(=O)NNC(=O)c2ccccc2)nnc1C(F)(F)F
0%	-16%	?	-22%	-7%[59 µM]	-7%	-1	-15%	?	CC(=O)NC1=NN(C(C)=O)C2(S1)C(=O)N(C(C)=O)c1ccc(C)cc12 (stereo unspecified)
7%	17%	8%	1%	-5%[2.33 µM]	5%	0	3%	-9%	Cc1cccc(C)c1NC(=O)C1CSC2(C)CCC(=O)N12 (stereo unspecified)
8%	22%	-23%	10%	?	-2%	-9	1%	-2%	COc1nc(N(C)C)nc(-n2nnc(C(C)=O)c2C)n1
-13%	53%[activator]	-4%	-1%	nt	nt	-2	14%	-1%	COc1ccc(NC(=O)N(C)C[C@H]2Oc3ccc(NC(=O)Nc4c(C)noc4C)cc3C(=O)N([C@H](C)CO)C[C@@H]2C)cc1
?	14%	-43%	0%	?	-32%	-3	0%	?	Cc1ccccc1OC1=NS(=O)(=O)c2ccccc21
-10%	29%	11%	0%	-6%	-1%	-3	-2%	-15%	CCc1nc(SCC(=O)Nc2cccc(C(F)(F)F)c2)c2c(=O)n(C)c(=O)n(C)c2n1
-10%	24%	2%	6%	-11%[59 µM]	11%	3	-8%	-6%	COCCn1c(SCC(=O)Nc2ccc(C)cc2C)nc2c(oc3ccccc32)c1=O

Results, from the first entry:
12-LOX inh	HP1b binding inh	RGS4 inh	GLS inhibitor	G9a block	BAZ2B block	PI4K2A inh	ERG-DNA inh	JMJD2A Tudor inh	Structure
17%	20%	-30%	4%	6%[59 µM]	6%	2	0%	-13%	Cc1cc(C)cc(-n2nnc(C(=O)NCc3ccc(Cl)cc3)c2N)c1
177%[activator]	52%[activator]	-6%	10%	-5%[12.7 µM]	2%	1	-14%	7%	Cn1c(SCC(=O)NNC(=O)c2ccccc2)nnc1C(F)(F)F
0%	-16%	?	-22%	-7%[59 µM]	-7%	-1	-15%	?	CC(=O)NC1=NN(C(C)=O)C2(S1)C(=O)N(C(C)=O)c1ccc(C)cc12 (stereo unspecified)
7%	17%	8%	1%	-5%[2.33 µM]	5%	0	3%	-9%	Cc1cccc(C)c1NC(=O)C1CSC2(C)CCC(=O)N12 (stereo unspecified)
8%	22%	-23%	10%	?	-2%	-9	1%	-2%	COc1nc(N(C)C)nc(-n2nnc(C(C)=O)c2C)n1
-13%	53%[activator]	-4%	-1%	nt	nt	-2	14%	-1%	COc1ccc(NC(=O)N(C)C[C@H]2Oc3ccc(NC(=O)Nc4c(C)noc4C)cc3C(=O)N([C@H](C)CO)C[C@@H]2C)cc1
?	14%	-43%	0%	?	-32%	-3	0%	?	Cc1ccccc1OC1=NS(=O)(=O)c2ccccc21
-10%	29%	11%	0%	-6%	-1%	-3	-2%	-15%	CCc1nc(SCC(=O)Nc2cccc(C(F)(F)F)c2)c2c(=O)n(C)c(=O)n(C)c2n1
-10%	24%	2%	6%	-11%[59 µM]	11%	3	-8%	-6%	COCCn1c(SCC(=O)Nc2ccc(C)cc2C)nc2c(oc3ccccc32)c1=O
11%	33%	14%	0%	3%	5%	2	-6%	-14%	COc1cc2c(C(=O)NCc3ccccn3)cn(CC(C)C)c(=O)c2cc1OC
5%&-14%	31%[57 µM]	2%	4%	4%[59 µM]	0%	0	-2%	-1%	Cc1cc(C)cc(NC(=O)N2CCN(C(=O)c3nsc4ccccc34)CC2)c1
8%	27%	3%	-5%	6%[0.501 µM]	-1%	2	-12%	-2%	COc1ccc(NC(=O)CSc2nc(=O)n(CCN(C)C)c3c2CCCC3)cc1

Later entries
12-LOX inh	HP1b binding inh	RGS4 inh	GLS inhibitor	G9a block	BAZ2B block	PI4K2A inh	ERG-DNA inh	JMJD2A Tudor inh	Structure
?	42%[activator]	2%	-12%	18%[59 µM]	2%	1	0%	-6%	O=C(O/N=C/C1=C(Cl)c2ccccc2CC1)c1ccc(F)cc1
67%[activator]	51%	-42%	3%	45%[12.7 µM]	-5%	-5	11%	-23%	Clc1ccccc1-c1nc(N/N=C/c2cccnc2)c2ccccc2n1
-2%	42%[activator]	-33%	1%	-30%	-21%	-3	7%	-12%	Cc1cccnc1NC(=O)CN1C(=O)NC(C)(c2ccc3ccccc3c2)C1=O (stereo unspecified)
-24%	8%	21%	3%	0%[12.7 µM]	1%	2	nt	-2%	COC(=O)COc1ccc(S(=O)(=O)NC2CCCCCC2)cc1
3%	30%	21%	8%	29%[12.7 µM]	-5%	2	?	-8%	COc1ccccc1NS(=O)(=O)c1cc(C(=O)N2CCCC2)ccc1C
7%	49%[activator]	-8%[56.9 µM]	4%	-2%[59 µM]	-20%	-5	-1%	-5%	COc1ccc(C)cc1NC(=O)CCS(=O)(=O)c1cc2c(cc1Cl)NC(=O)CO2
1%	47%[activator]	-18%	1%	10%[59 µM]	-5%	3	7%	1%	Fc1ccc(CSc2nnc(-c3ccccn3)o2)cc1
22%	15%	17%	4%	-1%[59 µM]	-4%	-3	nt	-6%	COc1ccc(CNC(=O)Nc2ccc(OC)cc2)cc1
?	0%	5%	15%	4%[12.7 µM]	13%[57.1 µM]	-5	-9%	-6%	COc1ccc(Cc2nnc(NC(=O)Cn3cnc4c3c(=O)n(C)c(=O)n4C)s2)cc1OC
i	25%	-28%	1%	50µM*	-3%	3	-30%	-17%	O=C(Cc1cccs1)NNC(=S)NCc1ccco1
-20%	13%	11%	-13%	-25%[59 µM]	?	-1	1%	-32%	CCOc1ccc(NC(=O)c2cc(S(=O)(=O)N3CCCC3)c[nH]2)cc1
1%	27%	4%	-13%	-2%[59 µM]	-11%	-11	-13%	-4%	CCNc1ccc(-c2nc(-c3ccncc3)no2)cc1[N+](=O)[O-]

Carrying on.
12-LOX inh	HP1b binding inh	RGS4 inh	GLS inhibitor	G9a block	BAZ2B block	PI4K2A inh	ERG-DNA inh	JMJD2A Tudor inh	Structure
-10%	37%	0%	3%	14%	0%	-1	8%	-15%	Cc1cc(N2C(=O)NC(=O)CC2C)c(C)cc1C(C)C (stereo unspecified)
-22%	12%[57 µM]	-8%&139%	11%	10%	-5%	-8	13%	-5%[57.1 µM]	NNC(=O)Cn1c(SCc2ccccc2)nc2ccccc21
-20%	?	-14%[56.9 µM]	12%	-20%	50µM*	9	12%	18µM*	COc1ccccc1C(=O)N1CCN(Cc2c[nH]c3ccccc23)CC1
-9%	-3%	-10%	-6%	?	?	-1	3%	-20%	COc1ccc(C2=NS(=O)(=O)N(C)C(C(=O)Nc3ccc(C)cc3)=C2)cc1
1%	9%[57 µM]	-6%	4%	11%[59 µM]	-13%	0	-6%	-33%	COc1ccc(S(=O)(=O)c2c(Nc3c(C)cccc3C)sc(C(=O)c3ccc4c(c3)OCO4)c2N)cc1
5%	32%	-13%	3%	9%[59 µM]	-9%	0	-4%	0%	CSc1ccc(C2CC(=O)Oc3c2c(=O)n(C)c2ccccc32)cc1 (stereo unspecified)
40%[activator]	0%	4%[11.4 µM]	-3%	56µM*	4%	8	0%	-14%[11.4 µM]	O=C(c1ccco1)N1CCN(C/C=C/c2ccccc2)CC1
-12%	50%[activator]	-24%	-4%	10µM*	?	-2	-6%	3%	COC(=O)C1=C(C)NC(=S)NC1c1ccc(-c2cccc(Cl)c2)o1 (stereo unspecified)
-7%	4%	5%	-6%	?	-15%	-1	3%	-11%	O=C1c2cnc3ncnn3c2CC2c3ccccc3CCN12 (stereo unspecified)
-20%	27%	2%	-1%	-3%[59 µM]	-7%	-1	-11%	-2%	CCOC(=O)c1nnn(C(CC)C(=O)Nc2c(C)cccc2C)c1C(=O)OCC (stereo unspecified)
-12%	65%[activator]	-12%	-4%	7%[59 µM]	-22%	8	8%	6%	Cc1cc(N2CCC(C(=O)N(CC(C)C)CC(C)C)CC2)n2nc(C)c(-c3ccc(Cl)cc3)c2n1
-24%	29%	-18%	4%	25%[12.7 µM]	-11%	-2	-8%	-4%	CCN(CC)C(=S)Nc1ccc(OC(F)F)cc1

New compounds follow.
12-LOX inh	HP1b binding inh	RGS4 inh	GLS inhibitor	G9a block	BAZ2B block	PI4K2A inh	ERG-DNA inh	JMJD2A Tudor inh	Structure
2%	39%	-12%	-2%	12%[2.33 µM]	-4%	1	20%	-15%	O=C(CN(Cc1ccco1)Cc1ccco1)Nc1cc(S(=O)(=O)N2CCCCC2)ccc1Cl
?	25%	10%	8%	nt	-6%	-5	-9%	-8%	CC1(C)Cc2c(sc(NC(=O)COc3ccc(Cl)cc3Cl)c2C(N)=O)C(C)(C)N1
-2%	42%[activator]	-16%	1%	1%[59 µM]	-6%	-4	-4%	-6%	COc1ccc(C(=O)C2CCN(C(=S)NCCc3ccccc3)CC2)cc1
-28%	37%[activator]	-16%	4%	-21%[59 µM]	2%	-4	-1%	-3%	CCc1ccccc1N(C)S(=O)(=O)c1ccc2[nH]cc(C(=O)NCCOC)c(=O)c2c1

Source: PubChem
